PvdQ acylase: P. aeruginosa PvdQ acylase inhibition. purified PvdQ acylase, fluorescence plate reader. inhibition, % at 10 µM. 340,000 compounds, 0.063% hits. AID 488965; in the data active = inhibition above about 30%, passing the limit was not always enough;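 note: 0% = vehicle neutral wells and 100% = reference inhibitor wells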
SR-BI uptake up: enhances SR-BI lipid uptake from DiI-HDL | CHO ldlA[mSR-BI] cells, DiI-HDL uptake fluorescence, 3 h; 100 = double the neutral-control signal | AID 504775 | 320,000 compounds, 0.096% hits | activation, % at 12.5 µM;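 active = mean replicate activation of at least 60% and every replicate at or above 60%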;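 note: 0% = median plate neutral-control signal and 100% = twice that signal; values of inactives mirror those of a sister screen read the other way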
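Material – SR-BI-overexpressing, LDLR-lacking CHO cells · Medium – BSA-supplemented, HEPES-buffered Ham's F12, pH 7.4 · Doses – single concentration · Times – compound with DiI-HDL co-incubation, 3 h at 37 °C · Measured by – bottom-read fluorescence, 550/595 nm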
SR-BI HDL uptake: mouse SR-BI HDL lipid transfer inhibition | AID 488896 | 320,000 compounds, 0.96% hits | Q61009 | ldlA[mSR-BI] CHO cells, DiI-HDL uptake fluorescence, 3 h | inhibition, % at 12.5 µM;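 active = mean replicate inhibition of at least 70% and a set share of replicates each scoring 70 or more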;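 note: 0% = median of neutral control wells and 100% = median of positive control wells; values of inactives mirror those of a sister screen read the other way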
Target sequence (Q61009 whole entry, looked up): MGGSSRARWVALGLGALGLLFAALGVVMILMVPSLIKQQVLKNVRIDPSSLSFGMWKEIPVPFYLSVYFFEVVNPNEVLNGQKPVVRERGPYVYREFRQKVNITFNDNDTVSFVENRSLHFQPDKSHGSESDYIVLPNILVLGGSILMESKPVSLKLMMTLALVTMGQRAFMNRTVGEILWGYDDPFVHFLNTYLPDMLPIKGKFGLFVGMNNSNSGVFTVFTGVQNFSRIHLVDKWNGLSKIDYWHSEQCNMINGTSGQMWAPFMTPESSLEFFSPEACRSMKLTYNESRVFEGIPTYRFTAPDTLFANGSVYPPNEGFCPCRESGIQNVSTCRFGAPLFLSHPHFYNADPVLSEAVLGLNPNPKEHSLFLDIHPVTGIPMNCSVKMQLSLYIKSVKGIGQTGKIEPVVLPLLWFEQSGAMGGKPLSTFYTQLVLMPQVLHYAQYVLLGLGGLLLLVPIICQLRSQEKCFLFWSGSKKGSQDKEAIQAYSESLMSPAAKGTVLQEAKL
Rtt109 Vps75: blocks Candida albicans Rtt109/Vps75 acetyltransferase activity; Q5AAJ8; purified Rtt109/Vps75, ThioGlo CoA-SH fluorescence, 4 h; inhibition, % at 34.9 µM; 330,000 compounds, 0.16% hits;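 active = inhibition of at least 50% in every replicate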
MITF act: MITF TRPM1 promoter activation in melanoma cells | SK-MEL-5 TRPM1-promoter luciferase, 24 h; % of positive control, neutral wells = 0 | activation, % at 12.5 µM | 300,000 compounds, 0.75% hits;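 active = mean activation of at least 80% with every replicate also reaching 80%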;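 note: 0% = neutral control wells and 100% = parthenolide positive control wells; values of inactives mirror those of a sister screen read the other way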
CAL PDZ FP-1: blocks peptide binding to human CAL PDZ domain; purified CAL PDZ, TMR-peptide fluorescence polarization, 1 h; inhibition, % at 20 µM; 330,000 compounds, 0.02% hits; AID 504414;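 active = highest replicate inhibition of at least 40%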;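 note: plate controls were DMSO neutral control wells for no effect and unlabeled competitor peptide control wells for full effect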
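Test system: purified CerCALP PDZ construct; Compound dosing: one concentration, 20 µM compound; Also added: TMR-labelled reporter peptide T*-PRC34 bound in PDZ groove; Read-out: inhibition from polarization loss; Controls: unlabelled peptide and DMSO controls; Signal: FP readout, S and P plane fluorescence; Incubation: 1 h at RT.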
NSD2 HMT inh: NSD2 (human) methyltransferase inhibition | AID 743445 | inhibition, % at 12.5 µM | O96028 | 310,000 compounds, 0.54% hits | NSD2 peptide methylation, AlphaScreen, 120 min; in the data active = inhibition above about 50%
PfHsp90 yeast 2: growth inhibition of yeast expressing Plasmodium Hsp90; S. cerevisiae expressing PfHsp90, BacTiter-Glo ATP, 48 h; yeast lacking PDR1 and PDR3 efflux regulators; inhibition, % at 9.4 µM; 310,000 compounds, 0.32% hits;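 active = every replicate shows inhibition above about 80%, whatever the replicate mean, limit read from the data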;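 note: 0% = DMSO neutral controls and 100% = 20 µM radicicol positive controls; yeast relying on Plasmodium falciparum Hsp90 in place of its own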
CAL PDZ FP-2: blocks peptide binding to the human CAL PDZ domain. Q9HD26. purified CAL PDZ, TMR-peptide fluorescence polarization, 1 h. inhibition, % at 24.9 µM. 300,000 compounds, 0.92% hits. AID 602252;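 active = mean inhibition of at least 30% with at least half of replicates also reaching 30%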;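 note: 0% = DMSO neutral control and 100% = excess unlabeled competitor peptide PRC23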
dFosB activator: enhances mouse delta FosB homodimer DNA binding; purified delta FosB, TAMRA-CDK5 oligo fluorescence polarization; percent of positive-control signal above neutral wells; activation, % at 25 µM; 340,000 compounds, 0.99% hits;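 active = mean activation above about 17%, with every replicate also reaching it, limit read from the data, passing the limit was not always enough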;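 note: fluorescence polarization rise as delta FosB binds a TAMRA Cdk5 AP-1 oligo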
Target sequence (P13346 whole entry, looked up): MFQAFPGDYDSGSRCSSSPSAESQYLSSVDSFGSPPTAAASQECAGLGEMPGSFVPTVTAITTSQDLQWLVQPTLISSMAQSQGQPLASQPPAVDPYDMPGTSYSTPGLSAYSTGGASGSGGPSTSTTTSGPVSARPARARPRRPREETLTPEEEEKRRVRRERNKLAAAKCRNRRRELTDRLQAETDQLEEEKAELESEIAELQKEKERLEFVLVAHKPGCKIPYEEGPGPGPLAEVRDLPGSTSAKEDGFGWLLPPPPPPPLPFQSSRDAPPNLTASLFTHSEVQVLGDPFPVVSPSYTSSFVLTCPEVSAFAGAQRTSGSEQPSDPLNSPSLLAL
Starred values were filed as active, the others as inactive; · = not tested or not shown.

[1] NS(=O)(=O)c1ccc(CNC(=O)c2cccnc2Cl)cc1
[2] O=C(COc1ccc(/C=N/NC(=O)c2ccncc2)cc1)Nc1cccc([N+](=O)[O-])c1
[3] c1ccc(C2=Nc3cccc4cccc(c34)N2)cc1
[4] CCN(Cc1ccccc1)Cc1cccc([N+](=O)[O-])c1
[5] CCOC(=O)c1c(-c2ccc(OC)c(OC)c2)csc1NC(=O)C1CCCO1 (configuration not stated)
[6] CCc1ccc(Nc2nnc(SCC(=O)NC(=O)CN3CCCC3=O)s2)cc1
[7] O=C(CSc1nnc(-c2ccccc2)n1Cc1ccccc1)NNC(=O)c1ccccc1O
[8] Cc1ccc(C(NC(=O)N2CCOCC2)C(Cl)Cl)cc1F (configuration not stated)
[9] N#Cc1ccc(OCCN2C(=O)NC3(CCSC3)C2=O)cc1 (configuration not stated)
[10] CCN(CC)c1ccc(S(=O)(=O)N2CCOCC2)cc1NC(=O)Cn1nc(C)c([N+](=O)[O-])c1C

Assay by compound,1,2,3,4,5,6,7,8,9,10
PfHsp90 yeast 2,-6,-8,-13,-29,-27,-7,3,-1,3,-10
SR-BI HDL uptake,·,32,9,-8,33,19,30,-35,-17,-21
NSD2 HMT inh,1,0,5,2,·,4,-2,0,-4,0
dFosB activator,-3,2,28*,3,-21,-8,-7,0,2,-8
SR-BI uptake up,·,-32,-9,8,-33,-19,-30,35,17,21
CAL PDZ FP-1,-2.0,-1.2,0.3,·,-2.2,0.8,0.8,-1.5,-2.1,-1.1
Rtt109 Vps75,-1,17,0,-16,3,5,4,·,·,10
MITF act,1,40,-12,5,0,24,4,-4,·,1
CAL PDZ FP-2,-2,-1,1,-1,-4,·,2,4,-4,·
PvdQ acylase,-19,20,-11,-13,-10,-4,-19,3,-10,7

[11] Cc1cccc(NC(=O)CCS(=O)(=O)c2ccccc2)c1
[12] CCOC(=O)c1nn(-c2ccccc2C)c2nc(-c3ccc(Cl)cc3)c(C#N)c(=O)n12
[13] CC(=O)N1CCN(C(=O)/C(C#N)=C/c2ccc3c(c2)OCO3)CC1
[14] Cn1c(NC(=O)c2ccco2)c(-c2ccc(Cl)cc2)c(=O)c2ccccc21
[15] CN(C)c1ccc(NS(=O)(=O)c2ccc(Cl)cc2)cc1
[16] COc1ccc(CNCCCn2cnc(C(=O)Nc3ccc(C)c(C)c3)n2)cc1
[17] O=C(Nn1cnc2ccccc2c1=O)c1ccc(F)cc1Cl
[18] CN(C)[C@@H]1CCC[C@H]1OC(=O)C(c1ccccc1)c1ccccc1
[19] N/C(=N\OC(=O)c1cccc(Cl)c1)c1ccncc1
[20] CCN(CC)S(=O)(=O)c1ccc2oc(Nc3ccc(OC)cc3)nc2c1

Assay by compound,11,12,13,14,15,16,17,18,19,20
PfHsp90 yeast 2,-2,4,-12,1,-1,4,7,0,3,-60
SR-BI HDL uptake,-31,-7,·,-13,-27,22,-19,·,1,25
NSD2 HMT inh,-14,-2,2,5,13,·,0,13,-2,-7
dFosB activator,3,1,-5,-6,-4,-11,-11,-2,-5,-7
SR-BI uptake up,31,7,·,13,27,-22,19,·,-1,-25
CAL PDZ FP-1,-3.0,-2.1,-1.2,-1.1,-2.4,-0.2,-2.6,-2.4,-2.6,1.1
Rtt109 Vps75,·,-14,-2,-8,3,6,·,-5,14,0
MITF act,27,13,·,3,-10,19,6,0,44,2
CAL PDZ FP-2,62*,-3,-6,0,-2,-4,-4,-3,-3,-3
PvdQ acylase,-17,0,10,5,-15,5,-5,-4,1,-8

Part of the list above in order of heavy-atom count, low to high:
[19] N/C(=N\OC(=O)c1cccc(Cl)c1)c1ccncc1
[15] CN(C)c1ccc(NS(=O)(=O)c2ccc(Cl)cc2)cc1
[11] Cc1cccc(NC(=O)CCS(=O)(=O)c2ccccc2)c1
[9] N#Cc1ccc(OCCN2C(=O)NC3(CCSC3)C2=O)cc1 (configuration not stated)
[13] CC(=O)N1CCN(C(=O)/C(C#N)=C/c2ccc3c(c2)OCO3)CC1
[20] CCN(CC)S(=O)(=O)c1ccc2oc(Nc3ccc(OC)cc3)nc2c1
[14] Cn1c(NC(=O)c2ccco2)c(-c2ccc(Cl)cc2)c(=O)c2ccccc21
[16] COc1ccc(CNCCCn2cnc(C(=O)Nc3ccc(C)c(C)c3)n2)cc1
[12] CCOC(=O)c1nn(-c2ccccc2C)c2nc(-c3ccc(Cl)cc3)c(C#N)c(=O)n12
[7] O=C(CSc1nnc(-c2ccccc2)n1Cc1ccccc1)NNC(=O)c1ccccc1O
[10] CCN(CC)c1ccc(S(=O)(=O)N2CCOCC2)cc1NC(=O)Cn1nc(C)c([N+](=O)[O-])c1C

Assay by compound,19,15,11,9,13,20,14,16,12,7,10
PfHsp90 yeast 2,3,-1,-2,3,-12,-60,1,4,4,3,-10
SR-BI HDL uptake,1,-27,-31,-17,·,25,-13,22,-7,30,-21
NSD2 HMT inh,-2,13,-14,-4,2,-7,5,·,-2,-2,0
dFosB activator,-5,-4,3,2,-5,-7,-6,-11,1,-7,-8
SR-BI uptake up,-1,27,31,17,·,-25,13,-22,7,-30,21
CAL PDZ FP-1,-2.6,-2.4,-3.0,-2.1,-1.2,1.1,-1.1,-0.2,-2.1,0.8,-1.1
Rtt109 Vps75,14,3,·,·,-2,0,-8,6,-14,4,10
MITF act,44,-10,27,·,·,2,3,19,13,4,1
CAL PDZ FP-2,-3,-2,62*,-4,-6,-3,0,-4,-3,2,·
PvdQ acylase,1,-15,-17,-10,10,-8,5,5,0,-19,7

The list goes on.
[21] O=C(COc1ccccc1)NCc1ccccc1
[22] CCN(CC)C(=O)N1CCN(C(=O)c2ccc(C)cn2)CC1
[23] CCC(=O)NC(=S)Nc1ccc(NC(=O)c2ccc(C)c([N+](=O)[O-])c2)cc1
[24] O=C1NC(c2ccccc2)C(C(=O)c2cccs2)=C1O (configuration not stated)
[25] O=C(NC(=S)Nc1cccc2[nH]ncc12)c1ccccc1
[26] Cc1ccc(C)c(-c2csc(N)c2C(=O)OC(C)C)c1
[27] COc1ccc(CNc2ccc3cn[nH]c3c2)c(OC)c1OC
[28] Nc1ccc(S(=O)(=O)NNC(=O)C(=O)NNc2ccccc2)cc1
[29] CCCc1nc2cc(CC(=O)OC)ccc2o1
[30] C/C=C/c1ccc(OCCNCc2ccccc2)c(OC)c1

Assay by compound,21,22,23,24,25,26,27,28,29,30
PfHsp90 yeast 2,-9,-7,-45,21,11,5,13,-9,4,-6
SR-BI HDL uptake,-21,-19,52,2,12,-7,-3,3,-26,-1
NSD2 HMT inh,0,-5,-1,-8,-3,2,27,21,-1,9
dFosB activator,3,-5,7,-1,-6,-12,-11,0,-3,-5
SR-BI uptake up,21,19,-52,-2,-12,7,3,-3,26,1
CAL PDZ FP-1,-1.9,-0.1,-1.7,-1.2,0.4,-0.7,-0.6,0.3,-1.2,0.8
Rtt109 Vps75,3,-7,-5,2,3,1,10,17,-11,9
MITF act,6,4,-16,·,61,2,-25,10,10,0
CAL PDZ FP-2,-3,0,1,-1,-4,-2,·,·,·,·
PvdQ acylase,-9,-15,-9,-8,-5,-18,9,4,-5,1

[31] CCCCC(=O)NC(c1cccc([N+](=O)[O-])c1)c1c(OC(C)=O)ccc2ccccc12 (configuration not stated)
[32] Cc1cc(NC(=O)CSc2nnc(C3CC3)n2C)no1
[33] c1ccc(-c2noc(-c3cccnc3)n2)nc1
[34] Nc1nn(-c2ccccc2)c2ccc([N+](=O)[O-])cc12
[35] O=C(NNc1ccc(Cl)cc1)C1CCC1
[36] COc1cccc(CNC(=O)CN2C(=O)COc3ccc(S(=O)(=O)N4CCC(C)CC4)cc32)c1
[37] Cc1cc(=O)oc2cc(OC(C)C(=O)NCC3CCC(C(=O)O)CC3)c(Cl)cc12 (configuration not stated)
[38] O=C(c1cccc(C(F)(F)F)c1)N1CCN(C2CCCCC2)CC1
[39] O=C(O)C1Cc2ccccc2CN1C(=O)c1ccccc1 (configuration not stated)
[40] O=C(Nc1ccccc1)N1CCC(c2ccccc2)C1 (configuration not stated)
[41] O=C(CSc1nnc(-c2ccccc2O)o1)Oc1ccc(OCc2ccccc2)cc1
[42] CC(=O)NCCNC(=O)c1cc(-c2cccc3ccccc23)nc2ccccc12

Assay by compound,31,32,33,34,35,36,37,38,39,40,41,42
PfHsp90 yeast 2,-26,13,15,26,8,-9,-1,-5,-12,1,·,1
SR-BI HDL uptake,·,-10,-25,17,-32,-16,-11,16,-20,·,-24,-2
NSD2 HMT inh,0,2,-1,0,2,-4,·,1,-3,-1,-9,20
dFosB activator,-9,-5,-4,-1,7,-2,-5,-3,-7,8,3,-2
SR-BI uptake up,·,10,25,-17,32,·,11,-16,20,·,24,2
CAL PDZ FP-1,-0.7,2.2,0.2,1.0,-0.6,-2.1,-0.3,-2.1,-1.6,-2.1,-0.3,-1.1
Rtt109 Vps75,0,6,-7,-4,-7,8,-5,0,-3,-4,7,2
MITF act,-7,-15,13,32,-3,-4,-6,-3,-1,106*,·,-10
CAL PDZ FP-2,2,-2,-2,-6,6,-1,0,-3,-3,-2,-6,·
PvdQ acylase,-11,8,-15,-5,-10,-16,-6,-8,-12,14,7,7
